Compound activity as filed in PubChem.
HEK293 viab: reduces viability of HEK-293 SNCA reporter cells; HEK-293-SNCA-luc viability, GF-AFC fluorescence, 24 h; Potency, µM (titrated, usually from 57.1 µM), inactives show at the highest dose activity change, negative = cytotoxicity, most hits filed as cytotoxic; 0.12% of 150,000 active;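 note: potency is the fitted concentration of half-maximal effect; 0% = DMSO-treated cells and -100% = medium-only wells without cells; nearly all actives have a fitted effect of over 30% in size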
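Cytotoxicity counterscreen: after 24 h compound treatment of genome-edited SNCA-luciferase HEK-293 cells, live-cell protease substrate GF-AFC read by fluorescence after 30 min; activity scaled between DMSO (0%) and medium-only (-100%), curves Hill-fitted.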
FLuc inh: Photinus pyralis luciferase inhibition. P08659. purified P. pyralis luciferase, luminescence, biochemical. Potency, µM (doses to about 115 µM), for the others: at the top dose activity change, negative = inhibition, most hits filed as inhibitors. 2.5% of 76,000 active. AID 1347043; note: potency is the fitted concentration of half-maximal effect; nearly all actives have a fitted effect of over 65% in size
Target sequence (P08659 whole entry, looked up): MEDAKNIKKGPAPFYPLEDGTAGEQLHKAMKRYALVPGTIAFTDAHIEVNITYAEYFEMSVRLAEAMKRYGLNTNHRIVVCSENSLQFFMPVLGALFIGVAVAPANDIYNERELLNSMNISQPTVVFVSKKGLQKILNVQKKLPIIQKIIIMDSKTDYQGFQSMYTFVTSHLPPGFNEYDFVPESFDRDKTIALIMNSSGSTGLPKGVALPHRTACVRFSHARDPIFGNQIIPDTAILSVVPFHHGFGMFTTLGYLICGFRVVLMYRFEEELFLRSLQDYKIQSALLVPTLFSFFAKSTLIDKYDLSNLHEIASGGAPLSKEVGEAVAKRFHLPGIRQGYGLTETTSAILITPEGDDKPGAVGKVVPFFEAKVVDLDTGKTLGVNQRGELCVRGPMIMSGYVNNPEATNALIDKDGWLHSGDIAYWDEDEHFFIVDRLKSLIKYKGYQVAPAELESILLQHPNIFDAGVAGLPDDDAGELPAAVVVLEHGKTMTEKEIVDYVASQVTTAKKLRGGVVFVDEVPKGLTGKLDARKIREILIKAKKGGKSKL
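Luminescence read by CCD imaging after purified firefly luciferase (10nM final) was added to substrate buffer holding 10uM D-luciferin and 10uM ATP, pH 7.5, pre-dosed with compound.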
HEK cytotox: kills HEK 293 cells; 6.6% of 94,000 active; HEK 293 viability, ATP luminescence (CellTiter-Glo), 48-72 h; Potency, µM (titrated, usually from 115 µM), for the others: at the top dose activity change, negative = cytotoxicity, actives largely listed as inhibitors; note: potency is the fitted concentration of half-maximal effect; nearly all actives have a fitted effect of over 60% in size
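Luminescence from cellular ATP, measured with CellTiter-Glo, indicates HEK 293 viability. Cells plated at 250 cells/well are treated with compound for 48 or 72 hr at 37 degree Celsius before reagent addition.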
GPT2 inhibitor: blocks human glutamate pyruvate transaminase 2; 0.25% of 100,000 active; Recombinant GPT2, coupled pyruvate oxidase/HRP Amplex Red fluorescence; Potency, µM (highest dose often 57.7 µM), inactives show at the highest dose activity change, negative = inhibition, actives largely listed as inhibitors; AID 1671188; Q8TD30; note: potency is the fitted concentration of half-maximal effect; nearly all actives have a fitted effect of over 60% in size; many of its hits are not listed in these tables
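Fluorescence read-out: pyruvate from GPT2 turnover coupled to pyruvate oxidase, HRP and Amplex Red (0.2mM ThPP, 0.2U/mL PO and HRP, 50uM Amplex final). Substrates 250uM a-KG, 2mM L-alanine; enzyme 10ng/uL; 30 min RT.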
3T3 cytotox: cytotoxic compounds in NIH 3T3 cells | NIH 3T3 viability, CellTiter-Glo ATP luminescence, 48-72 h | Potency, µM (series often up to 96.7 µM), inactives show at the highest dose activity change, negative = cytotoxicity, usual class: inhibitors | 4.3% of 94,000 active; note: potency is the fitted concentration of half-maximal effect; nearly all actives have a fitted effect of over 55% in size
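Mouse fibroblast NIH 3T3 cells, 400 per well, received compound via pintool and were incubated for 48 or 72 hr prior to CellTiter-Glo ATP luminescence measurement.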
IP6K1 inh: IP6K1 kinase inhibition; activity change, % (series mostly up to about 58 µM); IP6K1 kinase, ADP-Glo luminescence, 2 h; active compounds read low; 0.81% of 140,000 active; Q92551; in the data active = activity change below about -25%
Target sequence (Q92551 whole entry, looked up): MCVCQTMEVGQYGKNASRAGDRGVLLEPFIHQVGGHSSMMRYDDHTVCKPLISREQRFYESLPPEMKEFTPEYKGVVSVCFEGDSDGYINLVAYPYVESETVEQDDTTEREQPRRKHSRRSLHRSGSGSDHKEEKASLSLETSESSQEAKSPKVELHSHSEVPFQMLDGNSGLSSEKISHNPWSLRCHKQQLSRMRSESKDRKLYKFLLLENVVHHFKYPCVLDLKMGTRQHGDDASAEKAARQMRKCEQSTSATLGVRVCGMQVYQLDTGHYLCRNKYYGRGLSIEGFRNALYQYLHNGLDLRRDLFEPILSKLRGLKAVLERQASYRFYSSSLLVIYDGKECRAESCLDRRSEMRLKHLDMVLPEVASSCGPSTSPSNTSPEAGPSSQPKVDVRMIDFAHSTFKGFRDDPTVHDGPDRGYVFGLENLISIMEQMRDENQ
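ADP-Glo luminescence measures ADP made by human IP6K1 during a 2 h RT reaction with ATP/IP6 (mix at 1.3 mM/130 uM); top library doses 57.5 and 19.1 uM final.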
SNCA expr inhib: inhibitors of alpha-synuclein (SNCA) gene expression; Potency, µM (doses to about 57.2 µM), for inactives: at the highest dose activity change, negative = inhibition, usual class: inhibitors; HEK-293 SNCA-luciferase knock-in, luminescence, 24 h; AID 1671194; 0.17% of 140,000 active;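 note: potency is the fitted concentration of half-maximal effect; plate controls were DMSO cells for no effect and cell-free wells for full effect; nearly all actives have a fitted effect of over 45% in size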
Starred values were filed as active, the others as inactive; i = inactive; ? = inconclusive; / = no result given; & = joins results of further samples; [ ] = remark or other dose. Unless noted, calls come from the whole dose curve; as a rule, active = well fitted curve in the direction sought with a large enough effect; inconclusive = small, poorly fitted or top-dose-only effect, or another doubt; inactive = no such curve, though single readings can be large; an effect the other way counts as inactive or inconclusive. Unless noted, % is set by controls: 0 for no effect and ±100 for the full control effect.

SMILES | HEK293 viab | FLuc inh | HEK cytotox | GPT2 inhibitor | 3T3 cytotox | IP6K1 inh | SNCA expr inhib
COC(=O)c1ccccc1NC(=O)c1cc2c(-c3ccc(OC)c(OC)c3)nn(C)c2s1 | ? | / | / | / | / | 11 | 25%
O=C(NCc1cccnc1)C1CCN(C(=O)N2CC3CC(C2)[C@H]2CCCC(=O)N2C3)CC1 (stereo partly specified) | 2% | -8% | 1% | -13% | i | 7 | 13%
FC1(F)CN[C@H](c2nnc(C3CC3)o2)C1 | -4% | -13% | 1% | i | -4% | 10 | 26%
COc1cc2ncnc(Nc3cccc(I)c3)c2cc1OC | -34% | / | / | i | / | -33* | /
O=C(NC1CC(=O)N(c2ccc3c(c2)OCCO3)C1)c1c(F)cccc1Cl (stereo unspecified) | -3% | / | / | / | / | 23 | 0%
O=[S+]([O-])(Nc1nncs1)c1ccc2c(c1)OCCN(Cc1ccncc1)C2 | -3%[87.6 µM] | 1%[172 µM] | 4%[172 µM] | -24%[88.5 µM] | ? | -7 | 13%[87.6 µM]
Cc1ccc2[nH]c(=O)c3cc(C(=O)N4CCN(c5ccccc5)CC4)sc3c2c1 | -14% | / | / | / | / | 14 | 9%
O=C(CC1CCCN(c2cnn(CC3CC3)c(=O)c2)C1)NCc1cccc(F)c1 (stereo unspecified) | 8% | 11% | ? | i | ? | 16 | 4%
CCOc1cc(=O)n2c(c1C(=O)Nc1ccc(C)cc1)CCCC2 | -9% | 0% | 0% | i | i | 4 | 1%
CCOc1ccccc1N1CCN(S(=O)(=O)c2ccc(C3CCCCC3)cc2)CC1 | 11% | / | / | / | / | -4 | -24%
O=C(NCC1CC1)C1CCCN(c2ccnc3ccnn23)C1 (stereo unspecified) | -3%[87.6 µM] | / | 3%[172 µM] | 5%[88.5 µM] | -19%[138 µM] | -8 | 30%[87.6 µM]
COCCN1C(=O)[C@@H]2C[C@@H](CN2C(=O)c2ccccc2)Oc2ccccc21 | -5%[87.6 µM] | -5%[172 µM] | ? | 3%[88.5 µM] | -1%[138 µM] | 18 | 9%[87.6 µM]
COc1ccc(-n2nc(C3CCN([S+](=O)([O-])c4ccc(C)cc4)CC3)[nH]c2=O)cc1 | 13% | -6% | i | -6% | 1% | 4 | -15%
O=C(O)c1ccnc(-c2ccnc(-c3ncccn3)n2)c1 | 0% | 14% | 5% | i | -4% | 13 | 56%[activator]
COc1ccccc1NC(=O)CC(c1cc(OC)c(OC)c(OC)c1)N1Cc2ccccc2C1=O (stereo unspecified) | -9% | / | / | / | / | 3 | 26%
O=C(CCc1ccccc1)N1CCc2c([nH]c3ccccc23)C1c1ccc(F)cc1 (stereo unspecified) | 2% | / | / | / | / | -10 | -20%
CCCCOC(=O)NS(=O)(=O)c1sc(CC(C)C)cc1-c1ccc(Cn2ccnc2)cc1 | -10% | / | / | 0% | / | 22 | /
COc1ccc(Cl)cc1C(=O)N1CCC2(CC1)N=C(c1ccc(C)cc1)NO2 | -13% | 0% | ? | i | -30% | 0 | -4%
O=C(Cc1ccccc1)NC1CCN(c2cc(-c3ccccc3)[nH]n2)CC1 | -15% | -7% | ? | -10% | ? | 16 | 1%
CC1=C(C(N)=O)C(c2cccc(Br)c2)n2nc(SCc3ccccc3)nc2N1 (stereo unspecified) | 3% | / | / | / | / | 22 | 3%
O=C1CCN(Cc2cccc(F)c2)CCCC(c2nc(-c3cccnc3)no2)CCN1 (stereo unspecified) | -2% | 13% | 79µM* | -5% | ? | 3 | -9%
O=C(Nc1ccc2c(N3CCCC3)ncnc2c1)c1ccccc1Cl | -20% | ? | ? | -16% | 25µM* | 4 | -15%
Cc1ccccc1N1Cc2c(NCc3ccc(F)cc3)ncnc2N(C)CC1=O | 5% | -5% | -2% | i | -24% | -6 | 8%
OCc1ccccc1O[C@@H]1O[C@H](CO)[C@H](O)[C@H](O)[C@H]1O | 6% | / | / | i | / | / | 1%
CNC(=O)c1cc(C)nc2onc(C3CCN(C(=O)Nc4ccc(Cl)cc4)CC3)c12 | / | / | -10% | / | -31% | 7 | /
Cc1ccc(NC(=O)COc2ccc(-c3nn(C)c(=O)c4ccccc34)cc2)cc1 | 14% | / | / | / | / | -2 | -7%
O=[S+]([O-])(NC1CCN(c2ccnc3ccnn23)CC1)c1cccs1 | 10% | / | -22% | 3% | -17% | -5 | ?
O=C(N1CCC(NS(=O)(=O)c2cccc(F)c2)CC1)N1CC2CC(C1)[C@H]1CCCC(=O)N1C2 (stereo partly specified) | -17% | -8% | 0% | 5% | i | 3 | -29%
Cc1ccc(Cl)cc1NC(=O)CN1C(=O)NC(c2ccc(Cl)cc2)C2=C1COC2=O (stereo unspecified) | -22% | -8% | 13µM* | 3% | 35µM* | -4 | -35%
Cc1ccc(OCC(=O)OCc2cc(=O)n3nc(C4CCCCC4)sc3n2)cc1 | 6% | / | / | / | / | -4 | 12%
CN1CCN(Cc2ccc(-c3ccc(C(C)(C)C#N)cc3)nc2)CC1 | -5% | -24% | ? | -17% | ? | -8 | 11%
CCCCOc1ccc(C(=O)NCC2(N3CCN(C)CC3)CCCCC2)cc1 | 2% | / | / | / | / | 7 | 46%[activator]
CC(C)CCNC(=O)c1cnc2c(c1)N(C(=O)Cc1cccc(C(F)(F)F)c1)CCC2 | -14%[87.6 µM] | 7%[172 µM] | ? | i | ? | 2 | -18%[87.6 µM]
COc1cc(NC(=O)C23CCCC=C2N(c2ccccc2)C(=O)CC3)cc(OC)c1 (stereo unspecified) | -11% | -5% | ? | 0% | -14% | -8 | 0%
CNC(=O)c1cc(C)nc2onc(C3CCCN3C(=O)c3ccc(Cl)cc3)c12 (stereo unspecified) | / | / | -4% | / | -18% | 7 | /
Cc1cccc(C)c1OCC(=O)N1CCC(c2nc3ccccc3o2)CC1 | 7% | / | / | / | / | -5 | 37%[activator]
COc1cccc(CC(=O)N[C@@H](Cc2ccccc2)C(=O)N2CCCOCCNC(=O)CC2)c1 | -5% | -1% | 2% | -4% | -15% | -9 | 10%
Cc1ncccc1C(=O)N1CCn2c(nnc2[C@@H]2C[C@@H](O)CN2Cc2ccccc2)C1 | -8%[12.5 µM] | -5% | -16% | i | -20% | 16 | 3%
c1cnc2nc(-c3ccncc3)[nH]c2c1 | -26%&-10%[87.6 µM] | -5%[230 µM] | -20%&-5%[230 µM] | -9%&5%[88.5 µM] | ? | 0&6 | -12%&-5%[87.6 µM]
COc1ccccc1Oc1c(CCC(=O)NCC(C)C)c(C)nn1-c1ccc(F)cc1 | -4% | -4% | ? | i | ? | 7 | -2%
CCOc1cc(C(C)(C)C)ccc1C1=NC(C)(c2ccc(Cl)cc2)C(C)(c2ccc(Cl)cc2)N1C(=O)N1CCN(CCCS(C)(=O)=O)CC1 (stereo unspecified) | ? | / | / | 1% | / | -17 | /
CC(=O)NCC(=O)N1Cc2ccccc2CC2(CCCN2CC2CCCC2)C1 (stereo unspecified) | -14% | / | -16% | i | -6% | -12 | -21%
COCCn1c(SCC(=O)c2ccccc2)nc2cc(C(=O)NC3CCCC3)ccc2c1=O | -6% | / | / | / | / | -9 | ?
COc1ccccc1CN1C[C@@H]2C(=O)N(Cc3ccc4c(c3)OCO4)C(=O)[C@@H]2C1 | -3% | 14% | -4% | i | -17% | -6 | -8%
COc1cc2c(C(=O)N3CCN(c4cccc(C)c4)C(C)C3)cn(CC(C)C)c(=O)c2cc1OC (stereo unspecified) | -12% | / | / | / | / | -1 | -3%
O=C(c1ccncc1)N1CCC2(CC1)NC(=O)N(Cc1ccccc1Cl)C2=O | 12% | 2% | 6% | -5% | 4% | 4 | ?
C=CCCC(CN1CCCOCC1)Oc1ccc(-c2ccccc2)nn1 (stereo unspecified) | -16% | 0% | ? | -21% | -10% | 1 | 32%[activator]
O=C(c1ccc(F)cc1F)N1CCC(Cc2nc(-c3cnccn3)no2)CC1 | -1% | 26% | -6% | i | -9% | 0 | 2%
CCN(c1ccccc1)S(=O)(=O)c1ccc2[nH]cc(C(=O)NC3CCCCC3)c(=O)c2c1 | -4% | / | / | / | / | 10 | ?
Cc1cc2oc(C(=O)Nc3sc4c(c3C(=O)NCc3ccco3)CCC4)cc(=O)c2cc1C | 11% | / | / | / | / | -9 | ?
O=C(NCCc1ccc(Cl)cc1)C1CCCN(c2nc3ncccc3o2)C1 (stereo unspecified) | -3% | 5% | ? | i | ? | 14 | 7%
COc1ccc2oc(=O)c(-c3csc(-c4ccc(Br)cc4)n3)cc2c1 | 2% | / | / | / | / | 9 | -8%
CCc1ccc(-c2nc(CSCC(=O)NCc3ccccc3OC)c(C)o2)cc1 | -3% | / | / | / | / | 19 | -19%
CCN(CC)C(=O)[C@@H]1CCC[C@@H](NC(=O)c2ccc3c(c2)OCO3)CN(C)C(=O)C1 | -6%[87.6 µM] | -11%[172 µM] | 2%[172 µM] | 0%[88.5 µM] | -17%[174 µM] | -11 | 17%[87.6 µM]
CCN(Cc1ccncc1)C(=O)CC(c1ccccc1)c1ccc2c(c1)OCO2 (stereo unspecified) | ? | 0% | ? | ? | -23% | 11 | -8%
Cc1ccc2oc(N3CCCC4(CCC(=O)N(Cc5cccnc5)C4)C3)nc2c1 (stereo unspecified) | -1% | 9% | 1% | -1%[11.5 µM] | ? | -8 | 5%
COc1ccccc1N1CCCc2ncc(C(=O)NCCc3ccccc3)cc21 | 2%[87.6 µM] | 10%[172 µM] | ? | i | ? | -1 | 1%[87.6 µM]
COc1ccccc1CNC(=O)c1cnc(SC)nc1C | 4% | / | / | / | / | 14 | -20%
COc1ccc(-c2nnc(SCc3cc(=O)c4cc(C)cc(C)c4[nH]3)n2C)cc1 | -25% | / | / | / | / | -9 | -6%
Cc1ccccc1C(=O)N1C(C(=O)NCC2CCCO2)COC12CCN(C(=O)c1cccs1)CC2 (stereo unspecified) | 10% | 1% | -24% | -14% | -14% | 22 | 4%

Some of the compounds tested; the hit share may differ from the screen's.
